ERp5 block = blocks human ERp5 reductase activity on insulin; Q15084; ERp5 insulin aggregation, absorbance 650 nm, 90 min; inhibition, % at 9.99 µM; 0.05% of 350,000 active;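 active = mean replicate inhibition above about 25%, with every replicate also reaching it, limit read from the data, passing the limit was not always enough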
Target sequence (Q15084 whole entry, looked up): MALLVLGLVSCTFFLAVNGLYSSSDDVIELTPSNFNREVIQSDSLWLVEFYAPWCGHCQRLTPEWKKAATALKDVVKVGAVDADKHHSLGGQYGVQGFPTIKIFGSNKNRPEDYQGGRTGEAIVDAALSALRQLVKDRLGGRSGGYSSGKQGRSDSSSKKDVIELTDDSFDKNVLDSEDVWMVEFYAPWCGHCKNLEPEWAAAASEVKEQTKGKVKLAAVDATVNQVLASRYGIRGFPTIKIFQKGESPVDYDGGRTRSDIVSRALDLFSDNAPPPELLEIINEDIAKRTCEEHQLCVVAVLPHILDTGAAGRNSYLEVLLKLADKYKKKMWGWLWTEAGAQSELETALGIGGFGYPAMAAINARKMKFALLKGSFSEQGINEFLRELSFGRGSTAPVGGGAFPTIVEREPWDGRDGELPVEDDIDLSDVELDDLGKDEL
miR122 inh = blocks miR-122 activity in Huh7 sensor cells | Huh7 miR-122 Renilla luciferase sensor, 48 h; neutral wells = 0, positive control = 100 | 0.3% of 340,000 active | activation (reporter increase), % at 12.5 µM | AID 602342;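 active = mean replicate activation score at least 90 and every replicate individually at or above 90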;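 also: higher luciferase means less miR-122 activity so hits act as miR-122 inhibitors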
SIRT5 inh = inhibitors of human sirtuin-5 desuccinylase | 1.1% of 330,000 active | Purified SirT5, succinyl-peptide AMC, trypsin-coupled fluorescence | Q9NXA8 | inhibition, % at 15 µM; in the data active = inhibition above about 15%
Target sequence (Q9NXA8 whole entry, looked up): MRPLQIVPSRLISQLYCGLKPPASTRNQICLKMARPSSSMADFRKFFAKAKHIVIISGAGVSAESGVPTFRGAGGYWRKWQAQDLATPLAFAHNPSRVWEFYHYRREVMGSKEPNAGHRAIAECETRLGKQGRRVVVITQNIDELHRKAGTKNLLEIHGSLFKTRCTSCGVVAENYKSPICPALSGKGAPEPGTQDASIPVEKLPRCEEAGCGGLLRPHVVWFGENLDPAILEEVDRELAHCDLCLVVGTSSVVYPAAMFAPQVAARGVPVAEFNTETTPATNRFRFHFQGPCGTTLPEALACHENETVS
Statin myotox sup = suppressors of simvastatin-induced myotoxicity in C2C12 myotubes; ATP luminescence, 48 h; scaled: DMSO 0, geranylgeraniol control 100; rescue of ATP level, % at 7.49 µM; 0.78% of 330,000 active;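 active = mean ATP rescue above about 67%, or every replicate alone reaching that limit, limit read from the data, passing the limit was not always enough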;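 also: myotubes were challenged with 10 µM simvastatin during compound exposure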
esBAF inh = inhibitors of esBAF chromatin remodeling in mouse ES cells; 2% of 350,000 active; reporter increase, % at 12.5 µM; AID 602393; Bmi1-luciferase knock-in reporter, 24 h; 100% = twice the neutral-well signal; in the data active = activation above about 40%;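 also: 0% = median of the plate's neutral control wells and 100% = double that signal; a rise in the Bmi1 reporter signal indicates esBAF inhibition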
ARNT-TACC3 inh = disrupts binding between human ARNT and TACC3; Q9Y6A5; 0.66% of 390,000 active; AlphaScreen His-ARNT PAS-B/GST-TACC3 binding, luminescence; TACC3 fragment carries E629A point mutation; inhibition, % at 9.99 µM; AID 623870;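 active = mean inhibition of replicates at least 50% and at least half of replicates each reaching 50%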;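 also: 0% = complete ARNT plus TACC3 wells and 100% = ARNT alone without TACC3; many hits fall short of the cut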
Cneo AK release = Cryptococcus neoformans lysis via adenylate kinase release. C. neoformans lysis, adenylate kinase release luminescence, 4 h; normalised: neutral wells 0, clomiphene wells 100. AID 651654. 0.2% of 360,000 active. lysis activity, % at 15 µM;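 active = mean lysis activity across replicates of at least 80%, whatever share of replicates individually reach that level; inactive = mean lysis activity below 80%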
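Assay system: Cryptococcus neoformans yeast cells / Dosing: single-point compound dose / Timing: 4 h at 37 °C static, read 1 h later / Measured by: luminescence of released adenylate kinase using an AK detection reagent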
Starred values were filed as active, the others as inactive; · = no result given; & = joins results of further samples; [ ] = remark or other dose.

Key to letters: A = ERp5 block; B = miR122 inh; C = SIRT5 inh; D = Statin myotox sup; E = esBAF inh; F = ARNT-TACC3 inh; G = Cneo AK release
Cc1noc(C)c1COC(=O)c1cccnc1Cl
  A: 5 | B: -7 | C: -1 | D: 4 | E: -1 | F: -1 | G: 0

O=C(COc1ncnc2ccccc12)NCC1CCCO1 (configuration not stated)
  A: 4 | B: · | C: -2 | D: · | E: · | F: -9 | G: ·

CS(=O)(=O)Nc1cccc(C2=NN(C(=O)c3cccc([N+](=O)[O-])c3)C(c3cccs3)C2)c1 (configuration not stated)
  A: 0 | B: -3 | C: -1 | D: 7 | E: 2 | F: 3 | G: 0

O=C1NC2(CCCCC2)C(=O)N1c1ccccc1
  A: · | B: -1 | C: · | D: -8 | E: 1 | F: -4 | G: -2

COc1ccccc1C1C(C(=O)c2ccco2)=C(O)C(=O)N1c1cc(C)on1 (configuration not stated)
  A: 2 | B: -4 | C: 5 | D: 1 | E: -3 | F: 1 | G: 0

Nc1c(C(=O)Nc2ccccc2)c2nc3ccccc3nc2n1-c1ccc(O)cc1
  A: 4 | B: -16 | C: -2 | D: 2 | E: -5 | F: · | G: 2

CN(C)S(=O)(=O)c1cc(NC(=O)CNCc2ccccc2)ccc1Cl
  A: -1 | B: 6 | C: 0 | D: · | E: · | F: -3 | G: 0

Cc1ccc(Nc2cc(=O)oc3ccccc23)c(C)c1
  A: · | B: 20 | C: · | D: -15 | E: 12 | F: -3 | G: 0

CCCn1c2ccccc2c2cnn(CC(=O)O)c(=O)c21
  A: -2 | B: -3 | C: -4 | D: -5 | E: 3 | F: 6 | G: 0

C[N+]1(CC(=O)OCCCc2ccccc2)CCCCC1
  A: 0 | B: -6 | C: 1 | D: 15 | E: -1 | F: -2 | G: -1

Single records (already shown). Order of values: ERp5 block | miR122 inh | SIRT5 inh | Statin myotox sup | esBAF inh | ARNT-TACC3 inh | Cneo AK release
COc1ccccc1C1C(C(=O)c2ccco2)=C(O)C(=O)N1c1cc(C)on1 (configuration not stated) across the screens: 2 | -4 | 5 | 1 | -3 | 1 | 0
Nc1c(C(=O)Nc2ccccc2)c2nc3ccccc3nc2n1-c1ccc(O)cc1 across the screens: 4 | -16 | -2 | 2 | -5 | · | 2
O=C(COc1ncnc2ccccc12)NCC1CCCO1 (configuration not stated) across the screens: 4 | · | -2 | · | · | -9 | ·
Cc1noc(C)c1COC(=O)c1cccnc1Cl across the screens: 5 | -7 | -1 | 4 | -1 | -1 | 0
C[N+]1(CC(=O)OCCCc2ccccc2)CCCCC1 across the screens: 0 | -6 | 1 | 15 | -1 | -2 | -1

Later entries.
Key to letters: A = ERp5 block; B = miR122 inh; C = SIRT5 inh; D = Statin myotox sup; E = esBAF inh; F = ARNT-TACC3 inh; G = Cneo AK release
Cc1ccc2[nH]c(O)c(N=NC(N)=S)c2c1
  A: -5 | B: -6 | C: -2 | D: 25 | E: -3 | F: 12 | G: 2

CC(=O)N/C(=N\c1nc(C)cc(C)n1)Nc1ccccc1Cl
  A: 6 | B: -1 | C: -2 | D: -4 | E: -6 | F: -5 | G: 4

CC(NS(=O)(=O)c1cccc(C(=O)O)c1)C12CC3CC(CC(C3)C1)C2 (configuration not stated)
  A: 2 | B: 3 | C: 1 | D: -1 | E: 3 | F: 1 | G: 3

C[C@@H]1CCCCO[C@H](CN(C)C(=O)C2CCCCC2)[C@@H](C)CN([C@H](C)CO)C(=O)c2cc(N(C)C)ccc2O1
  A: -1&0&4 | B: -1 | C: -5&-4&0 | D: -3&-12 | E: -2&0&2 | F: 1&8 | G: 1&-5&1

O=C(COC(=O)CC1CC2CCC1C2)NCc1ccccc1 (configuration not stated)
  A: 4 | B: 8 | C: 35* | D: 9 | E: -1 | F: -7 | G: 2

O=C(C1CC(=O)N(c2ccc3c(c2)OCCO3)C1)N1CCN(c2ccccc2O)CC1 (configuration not stated)
  A: 1 | B: · | C: -3 | D: -14 | E: 0 | F: -5 | G: 1

O=C(C[C@H]1C[C@@H]2c3cc(NS(=O)(=O)c4ccccc4)ccc3O[C@@H]2[C@@H](CO)O1)NCC1CC1
  A: -5 | B: 1[16.7 µM] | C: 5 | D: 7 | E: 6 | F: -2 | G: 3

O=C(CNc1ccc(Cl)c(C(F)(F)F)c1)N1CCN(S(=O)(=O)c2ccccc2)CC1
  A: 1 | B: · | C: -1 | D: -2 | E: 2 | F: -8 | G: 1

Cn1c(SCC(=O)Nc2cccc(C(=O)O)c2)nnc1-c1cc2cc(Br)ccc2o1
  A: 0 | B: -1 | C: 0 | D: 10 | E: -7 | F: -1 | G: -1

Cc1nnc(C)c2c(C)n(N)c(C)c12
  A: 3 | B: -2 | C: -2 | D: · | E: · | F: · | G: 2

COc1ccc(CNC(=O)Cn2c(=O)n(CCC(=O)N3CCCCC3)c(=O)c3sccc32)cc1
  A: 5 | B: -2 | C: 2 | D: -3 | E: -2 | F: -7 | G: -3

Cc1coc(C)c1C(=O)CC1(O)C(=O)N(Cc2ccccc2)c2ccccc21 (configuration not stated)
  A: · | B: 1 | C: · | D: · | E: -6 | F: 3 | G: ·

Cc1cccc(N2CCN(C(=O)c3ccccc3OCc3c(C)noc3C)CC2)c1C
  A: 2 | B: -2 | C: 7 | D: -6 | E: 0 | F: 1 | G: 0

O=C(c1ccc(Cl)c(S(=O)(=O)N2CCCCC2)c1)N1CCCCC1
  A: 2 | B: · | C: 2 | D: · | E: · | F: 8 | G: 0

CCCOc1ccc(S(=O)(=O)N2CCOCC2)cc1[N+](=O)[O-]
  A: 0 | B: · | C: -1 | D: · | E: · | F: -8 | G: ·

O=C(N[C@@H]1CC[C@H](CCNC(=O)C2CCC2)O[C@@H]1CO)c1ccccn1
  A: -1 | B: · | C: -1 | D: -4 | E: -2 | F: -9 | G: 0

COc1ccc(N2CCN(Cc3nc4sc(C)c(C)c4c(=O)[nH]3)CC2)cc1
  A: 0 | B: · | C: 0 | D: · | E: · | F: -5 | G: ·

Cc1ccc(-n2ncc3c(NCc4ccccc4)ncnc32)cc1
  A: · | B: 5 | C: · | D: -102 | E: 36 | F: -6 | G: 0

N#Cc1ccccc1NCC(=O)N1CCN(S(=O)(=O)c2ccccc2)CC1
  A: -5 | B: -1 | C: -3 | D: 27 | E: -6 | F: 0 | G: 0

O=C(NCCN1CCOCC1)c1cc(-c2ccc(Cl)s2)nc2ccccc12
  A: 0 | B: · | C: -7 | D: -1 | E: 4 | F: -3 | G: 2

O=C(c1cccc(F)c1)N1C[C@@H]2[C@H](c3ccccc31)[C@H](CO)N2C(=O)c1ccc(F)cc1
  A: 6 | B: -17[16.7 µM] | C: -3 | D: -11 | E: -6 | F: 1 | G: 0

Cc1ccc(-c2cnc3c(c2)C(=O)N([C@@H](C)CO)C[C@H](C)[C@@H](CN(C)Cc2ccccc2F)O3)cc1
  A: -4 | B: 9[16.7 µM] | C: 8 | D: 5 | E: 1 | F: -2 | G: -3

COc1ccc(NC(=O)c2cc(S(=O)(=O)Nc3ccc(OC)cc3)cs2)cc1
  A: -7 | B: 13 | C: -2 | D: 2 | E: 5 | F: 1 | G: 0

O=C(O)c1ccccc1C(=O)c1ccc2c(c1)CCC2
  A: -3 | B: · | C: -2 | D: 4 | E: -5 | F: 31 | G: -1

COc1ccc(N2CCN(S(=O)(=O)CC34CCC(CC3=O)C4(C)C)CC2)cc1 (configuration not stated)
  A: 6 | B: 6 | C: -4 | D: -6 | E: -6 | F: 3 | G: 0

CCOc1ccc(CCNC(=O)COc2cc(=O)n(C)c3ccccc23)cc1OCC
  A: 4 | B: · | C: 6 | D: · | E: · | F: 0 | G: ·

CSc1ncccc1C(=O)OCC(=O)NC(N)=O
  A: · | B: -2 | C: · | D: -7 | E: -9 | F: -11 | G: -2

O=S(=O)(/N=C(/Nc1ccc(Cl)c(S(=O)(=O)N2CCOCC2)c1)c1ccc(F)cc1)c1ccccc1
  A: -5 | B: 121* | C: 0 | D: -15 | E: 6 | F: 5 | G: -5

CCSc1nc2sc3c(c2c(=O)[nH]1)CC(C)(CC)OC3 (configuration not stated)
  A: · | B: -5 | C: · | D: -7 | E: -3 | F: -10 | G: 2

CN(Cc1ccccc1)C(=O)COC(=O)/C=C/c1ccc2c(c1)OCO2
  A: 6 | B: · | C: 0 | D: 21 | E: 27 | F: 14 | G: 0

C[C@@H]1CN([C@@H](C)CO)C(=O)c2cc(NC(=O)Nc3ccc(C(F)(F)F)cc3)ccc2O[C@H]1CN(C)S(=O)(=O)c1ccc(F)cc1
  A: -2 | B: -2[16.7 µM] | C: -2 | D: -86 | E: 0 | F: 6 | G: 1

COc1cccc(/C=C2\SC(N3CCCC(C)C3)=NC2=O)c1OC (configuration not stated)
  A: 2 | B: -4 | C: -1 | D: -7 | E: 73* | F: 7 | G: -6

CCC(=O)N(C)C[C@H]1Oc2cc(C3=CCCC3)ccc2S(=O)(=O)N([C@@H](C)CO)C[C@H]1C
  A: -2 | B: -7[16.7 µM] | C: 8 | D: -11 | E: -18 | F: -3 | G: 52

CCc1nn(CCCC(=O)N2CCc3ccccc3C2)c(=O)c2cc3occc3n12
  A: · | B: -3 | C: · | D: -4 | E: 1 | F: 3 | G: -7

CCc1ccccc1NC(=O)C1CCCN(c2nn3c(=O)cc(C)nc3s2)C1 (configuration not stated)
  A: 3 | B: -4 | C: 1 | D: 26 | E: -4 | F: 0 | G: -1

CC(C)Oc1ccccc1OCCCCn1cnc2ccccc2c1=O
  A: 4 | B: · | C: -5 | D: · | E: · | F: -3 | G: ·

Cc1noc(C)c1NC(=O)Nc1ccc2c(c1)CC(=O)N([C@@H](C)CO)C[C@@H](C)[C@@H](CN(C)C(=O)Nc1cccc3ccccc13)O2
  A: 3 | B: 3 | C: -4 | D: 15 | E: 8 | F: -9 | G: 3

CCN(CC)S(=O)(=O)c1ccc(NC(=O)Nc2cccc(C(F)(F)F)c2)cc1
  A: · | B: -33 | C: · | D: -57 | E: -30 | F: 8 | G: -5

Cc1cc(S(=O)(=O)Nc2cccc(O)c2)c(C)s1
  A: · | B: 15 | C: · | D: 1 | E: -3 | F: -14 | G: -1

Cc1occc1-c1nnc(SCC(=O)NC2CCC(C)CC2)o1 (configuration not stated)
  A: -12 | B: 3 | C: -4 | D: -3 | E: -1 | F: -5 | G: -1

CCCNC(=O)Nc1ccc2c(c1)OC[C@@H](C)N(Cc1ccccn1)C[C@@H](C)[C@H](OC)CN(C)C2=O
  A: 1 | B: · | C: 1 | D: -1 | E: -4 | F: 16 | G: 0

Cc1ccc(-c2csc(C(O)(c3ccccc3)C(F)(F)F)n2)cc1C (configuration not stated)
  A: 1 | B: 16 | C: · | D: -7 | E: -2 | F: · | G: -1

O=C(COC(=O)CCCN1C(=O)c2cccc3cccc(c23)C1=O)Nc1cccc(Br)c1
  A: 2 | B: · | C: 14 | D: · | E: · | F: -1 | G: ·

O=c1sc2ccccc2c(N2CCCC2)c1[N+](=O)[O-]
  A: 0 | B: 2 | C: -1 | D: -8 | E: -5 | F: -1 | G: -1

CCC(C)(C)n1nnnc1C(c1cc2ccc(OC)cc2[nH]c1=O)N1CCc2ccccc2C1 (configuration not stated)
  A: · | B: -3 | C: · | D: -22 | E: 0 | F: 3 | G: 2

COc1cccc(S(=O)(=O)N2CCOCC2)c1
  A: · | B: 2 | C: · | D: -3 | E: 0 | F: -21 | G: 0

Given in CSV form: 3 of the compounds above
compound,ERp5 block,miR122 inh,SIRT5 inh,Statin myotox sup,esBAF inh,ARNT-TACC3 inh,Cneo AK release
CCCNC(=O)Nc1ccc2c(c1)OC[C@@H](C)N(Cc1ccccn1)C[C@@H](C)[C@H](OC)CN(C)C2=O,1,·,1,-1,-4,16,0
O=C(COC(=O)CCCN1C(=O)c2cccc3cccc(c23)C1=O)Nc1cccc(Br)c1,2,·,14,·,·,-1,·
O=c1sc2ccccc2c(N2CCCC2)c1[N+](=O)[O-],0,2,-1,-8,-5,-1,-1

Screening data (PubChem BioAssay)
